Compound activity (PubChem)
EphB4 ephrin blk – EphB4-ephrin-B2 interaction antagonism | inhibition, % at 7 µM | 97,000 compounds, 0.15% hits | P54760 | EphB4 LBD / TNYL-RAW-Alexa532 peptide, fluorescence polarization | AID 720;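 active means inhibition above the screen-wide mean inhibition plus 3 SD, cut at about 15% in these data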;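 further: 0% = DMSO wells and 100% = excess unlabeled TNYL-RAW peptide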
Target sequence (P54760 whole entry, looked up, the tested form may be a part): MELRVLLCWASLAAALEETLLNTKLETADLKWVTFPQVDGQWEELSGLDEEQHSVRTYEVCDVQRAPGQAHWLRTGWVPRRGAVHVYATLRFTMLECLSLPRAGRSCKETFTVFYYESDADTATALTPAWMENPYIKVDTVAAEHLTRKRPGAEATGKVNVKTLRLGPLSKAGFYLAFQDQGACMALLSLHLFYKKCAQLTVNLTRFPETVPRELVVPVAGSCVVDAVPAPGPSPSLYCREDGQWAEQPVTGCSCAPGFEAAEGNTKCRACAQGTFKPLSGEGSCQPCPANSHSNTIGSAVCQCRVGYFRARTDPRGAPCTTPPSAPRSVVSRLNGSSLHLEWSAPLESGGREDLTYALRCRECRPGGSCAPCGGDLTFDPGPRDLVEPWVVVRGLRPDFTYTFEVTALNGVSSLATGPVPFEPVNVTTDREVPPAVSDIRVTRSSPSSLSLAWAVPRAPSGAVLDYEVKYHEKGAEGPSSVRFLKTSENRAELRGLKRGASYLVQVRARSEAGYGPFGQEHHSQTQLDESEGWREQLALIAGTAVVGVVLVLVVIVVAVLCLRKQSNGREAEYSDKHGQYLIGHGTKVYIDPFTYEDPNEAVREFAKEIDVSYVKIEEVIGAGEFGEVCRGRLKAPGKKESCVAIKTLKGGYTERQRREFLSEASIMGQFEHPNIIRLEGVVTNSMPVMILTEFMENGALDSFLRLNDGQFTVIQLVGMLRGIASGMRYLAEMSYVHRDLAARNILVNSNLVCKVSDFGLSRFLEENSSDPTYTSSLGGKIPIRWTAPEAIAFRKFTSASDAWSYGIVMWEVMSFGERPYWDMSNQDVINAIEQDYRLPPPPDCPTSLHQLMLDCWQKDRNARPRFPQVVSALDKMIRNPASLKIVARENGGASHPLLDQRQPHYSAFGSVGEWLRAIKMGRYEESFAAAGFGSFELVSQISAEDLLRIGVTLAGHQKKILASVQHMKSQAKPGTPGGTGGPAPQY
PostGolgi ctrl – inhibits growth of the yeast control strain; efflux-deficient yeast background strain, growth absorbance A615, 16 h; inhibition, % at 10 µM; 98,000 compounds, 5% hits; AID 738
Rev-RRE block – HIV Rev-RRE protein-RNA interaction inhibition; Rev peptide-RRE RNA binding, FRET; 97,000 compounds, 0.79% hits; P05866; inhibition, % at 8 µM;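 active means inhibition above the screen-wide mean plus 3 SD, cut at about 35% in these data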;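 further: 0% = median DMSO wells and 100% = median Neomycin B control wells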
Target sequence (P05866 whole entry, looked up): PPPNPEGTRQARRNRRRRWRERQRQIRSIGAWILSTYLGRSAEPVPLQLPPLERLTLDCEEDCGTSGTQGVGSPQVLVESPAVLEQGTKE
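Assay system: labelled RRE RNA duplex and labelled Rev peptide / Medium: HEPES pH 7.5 salt buffer with EDTA / Reagent: labelled Rev peptide / Schedule: 5 + 15 min at 25 °C / Signal: FRET, excitation 480 nm, emission 540 nm donor and 671 nm acceptor / Benchmarks: DMSO and neomycin B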
PTPN22 inh 2 – inhibitors of human LYP (PTPN22) phosphatase. AID 640. inhibition, % at 2 µM. 96,000 compounds, 0.21% hits. recombinant LYP catalytic domain, DiFMUP fluorescence. Q9Y2R2;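 active means inhibition at 2 µM at or above a set limit, the screen mean plus 3 SD, cut at about 24% in these data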;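 further: 0% = DMSO with enzyme and 100% = enzyme fully blocked by orthovanadate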
PostGolgi yeast – growth inhibition of a yeast mutant, post-Golgi transport screen; post-Golgi transport phenotypic cell assay; inhibition, % at 10 µM; 98,000 compounds, 0.9% hits; AID 739;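 further: yeast cells grown in 1536-well plates; yeast grown about 18 h at 30C before absorbance read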
LYP act – increases human PTPN22 phosphatase activity; Q9Y2R2; recombinant LYP, DiFMUP fluorescence; 0 = plate median, 100 = signal doubled; activation, % at 2 µM; 96,000 compounds, 0.11% hits;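 active means activation at 2 µM above a set limit, the mean plus 5 SD, cut at about 37% in these data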
FAK blocker – inhibitors of human focal adhesion kinase | 97,000 compounds, 0.84% hits | inhibition, %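 (tested at 7 µM)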 | biochemical FAK kinase activity assay; in the data active means inhibition above about 19%;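 further: 0% = DMSO and 100% = reference compound high control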
S1P2 antag – S1P2 (human) receptor antagonism | inhibition, % at 5 µM | 97,000 compounds, 0.21% hits | cell-based S1P2 antagonist assay, inhibition at 5 uM; in the data active means inhibition above about 45%;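 further: CRE beta-lactamase reporter cells expressing human S1P2 stimulated with S1P; 0% = agonist at EC80 alone and 100% = agonist plus reference antagonist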
S1P2 agonist – agonists of human S1P2 receptor | O95136 | S1P2-expressing cell line, agonist reporter read-out | activation, % at 4.5 µM | 97,000 compounds, 0.46% hits | AID 729; in the data active means activation above about 16%;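 further: 0% = vehicle low control and 100% = maximal reference agonist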
Starred values were filed as active, the others as inactive; . = not tested or not shown; [ ] = another dose, or the depositor's remark. Unless noted, no stated cut-off is given here; in the data, active means inhibition above about 30%; inactive means the rest. Random draw from the library. About 7% of those tested had a hit in this group.

Below each SMILES – PostGolgi ctrl | EphB4 ephrin blk | FAK blocker | PostGolgi yeast | LYP act | Rev-RRE block | PTPN22 inh 2 | S1P2 antag | S1P2 agonist
Cc1ccccc1N1C(=O)C2ON(c3ccccc3)C(c3ccncc3)C2C1=O (stereo not drawn)
→ -5 | -2 | -2 | 9 | 4 | 2 | -7 | 2 | -4
CSc1nc(N(C)CCO)c2sc3nc(-c4ccco4)c4c(c3c2n1)CCC4
→ -2 | 2 | 36* | 8 | -7 | -13 | 11 | -28 | -3
Cc1cc(OCC(F)(F)C(F)(F)C(F)(F)C(F)(F)C(F)(F)C(F)F)nc(N)n1
→ 3 | 3 | 1 | 37* | -3 | 18 | 5 | 22 | -13
O=C(CCCc1ccccc1)Nc1nncs1
→ . | 5 | -2 | . | -5 | 2 | 4 | 3 | -9
O=C(CCSCCC(=O)NCCN1CCOCC1)NCCN1CCOCC1
→ -1 | -4 | -2 | 0 | 7 | 4 | -9 | 11 | -1
C=CCNC(=S)N1CCN(c2ncc3c(=O)c(C(=O)O)cn(CC)c3n2)CC1
→ 6 | 1 | 2 | 7 | 0 | 5 | 2 | 12 | -1
Cc1nc(N)sc1-c1csc(Nc2ccccc2)n1
→ 7 | 4 | 1 | 0 | 12 | 7 | -13 | 5 | -7
Nc1[nH]c(=S)[nH]c(=O)c1-c1ccccc1
→ -8 | -1 | -1 | -4 | 5 | 139*[fluorescence artefact?] | -8 | 15 | 0
COCC(C)NC(=O)CCSc1nc(-c2ccc(OC)cc2)cc(C(F)(F)F)n1 (stereo not drawn)
→ . | -1 | 0 | . | -2 | -2 | 2 | -7 | -6
CCOC(=O)C1CCCN(C(=O)c2cc3c(C)nc4ccccc4c3o2)C1 (stereo not drawn)
→ 5 | -3 | -1 | 10 | 4 | 6 | -7 | -36 | 5
COc1cccc(OC)c1C(=O)Nc1ccc(NC(=O)c2ccco2)cc1
→ 20 | -9 | -7 | 16 | 1 | 3 | -3 | -4 | 0
O=C(CCSc1ccc(Cl)cc1)N1CCCCCC1
→ 14 | -6 | 1 | 4 | 5 | 4 | 1 | -1 | 0
CCOC(=O)C1=C(C)NC(C)=C(C(=O)OCC)C1c1cc(N)ccc1OC(F)F
→ 16 | 4 | 2 | -3 | -13 | 6 | 13 | 13 | -4
CN(CCNC(=O)CCNC(=O)Cn1ccc2ccccc2c1=O)Cc1ccccc1
→ -1 | 1 | 0 | 3 | -1 | 2 | -2 | 13 | -4
Cc1ccc(C)c(CSc2nnc(-c3ccccn3)n2N)c1
→ 13 | -4 | -3 | -14 | 22 | 9 | -21 | 18 | -5
COCCSc1nnc(NS(=O)(=O)Cc2ccccc2)s1
→ 13 | 0 | -1 | 0 | -4 | 1 | 0 | -9 | -1
CCCCCCSC1=C(C#N)C(=O)NC2(CCCCC2)S1
→ . | -4 | -3 | . | 4 | 0 | -3 | 0 | -2
COCCNC(=O)c1ccc(N2CCCCC2)c(NS(=O)(=O)c2ccc(C)cc2)c1
→ 15 | 4 | 0 | -5 | -10 | 1 | 8 | 5 | -5
CN(C)CCNC(=S)Nc1cccc(Cl)c1
→ 5 | -1 | 5 | 17 | -1 | 7 | 3 | 33 | -1
Cc1ccc(S(=O)(=O)N2CCN(C(=O)c3ccccc3)C2C(C)C)cc1 (stereo not drawn)
→ 31* | -5 | -5 | 1 | 4 | 8 | -5 | -15 | -5
CC1=C(C(=O)Nc2ccccc2)C2(CCCCC2)C(C#N)=C(S)N1
→ 10 | 11 | -2 | 9 | -7 | 3 | 5 | 3 | -4
CCOC(=O)c1c(NC(=S)Nc2ccc(F)cc2)sc2c1CCC2
→ 6 | 8 | -3 | 0 | 5 | 14 | -5 | 1 | -4
O=C1OCC(Cn2c3ccccc3c3ccccc32)O1 (stereo not drawn)
→ 18 | 3 | -2 | 2 | 1 | 3 | -2 | 1 | -8
Cc1csc(SCC(=O)NCc2cccs2)n1
→ 38* | -4 | 1 | 2 | 1 | 8 | -3 | 5 | -6
Cc1cccn2cc(CSc3ccccc3N)nc12
→ 0 | 2 | 0 | 9 | 4 | 1 | -7 | -17 | -3
CN=C(Nc1ccc(Cl)cc1)c1ccc(C(F)(F)F)cc1
→ 10 | 1 | 1 | 15 | -4 | 14 | 8 | 15 | -4
Cc1cc(NC(=O)CCCC(=O)N(CC(=O)NC2CCCCC2)c2ccccc2)no1
→ 2 | 1 | 6 | 5 | -1 | 1 | 1 | 5 | -2
CN(C)C(=O)CSCc1c(Cl)cccc1Cl
→ 8 | -1 | -1 | 8 | 5 | 2 | -4 | 18 | -4
COc1ccc(N2CCN(C(=O)Nc3cccc(C(F)(F)F)c3)CC2)cc1
→ 3 | -12 | 1 | -1 | 10 | -4 | -7 | 5 | -7
CCCCC(CC)Cn1c(N)c(C#N)c2nc3ccccc3nc21 (stereo not drawn)
→ 1 | 1 | -3 | 2 | -5 | 25 | 6 | -61 | 50*
CC(N1CCOC1=O)S(=O)(=O)c1ccccc1 (stereo not drawn)
→ 14 | -3 | -2 | 19 | -1 | 3 | 2 | -6 | -2
Cc1ccc(C(=O)NC(NC(=O)c2ccc(C)cc2)C(Cl)Cl)cc1
→ -3 | -4 | -1 | 17 | 0 | 1 | -2 | 1 | -6
CC(C)(C)n1nnnc1CN1CCSCC1
→ 4 | -6 | -1 | 5 | -4 | 6 | 7 | 5 | -9
COc1cccc(NS(=O)(=O)c2nc3nc(C)cc(C)n3n2)c1
→ -5 | -4 | 4 | 13 | 5 | 6 | -6 | 18 | -3
CC1(C)CC(=O)C2=C(C1)N(c1ccc(F)cc1)C(=O)C2(O)C(F)(F)F (stereo not drawn)
→ 0 | 0 | 1 | -11 | -4 | 1 | 8 | 22 | -7
CCOc1cccc2c1OC1(C)CC2NC(=O)N1c1cccc(Cl)c1 (stereo not drawn)
→ 4 | -5 | -5 | 14 | 0 | 4 | -2 | 1 | -2
Cc1cc(=O)oc2cc(OCC(=O)NCc3ccccn3)ccc12
→ -14 | 6 | -1 | 1 | 5 | 9 | -3 | 18 | -4
C[N+]1(C)CCC(=C2c3ccccc3CC(=O)c3sccc32)CC1
→ 11 | 5 | 27* | -20 | -6 | 7 | 6 | 12 | -2
COc1ccc(N2C(=O)CC(Cc3ccccc3)C2=O)cc1 (stereo not drawn)
→ 15 | 5 | 6 | -4 | 4 | 6 | -5 | -6 | -3
Cc1cc(C)c2c(CC(=O)NCc3ccco3)coc2c1
→ 8 | -2 | 0 | -5 | 5 | -2 | -8 | 3 | -1
CCN(C(=O)c1cc2cccc(OC)c2oc1=O)C1CCCCC1
→ . | 3 | 0 | . | 8 | 2 | -6 | 3 | -6
CCOc1ccc(C2C(C#N)=C(N)Oc3cc(C)n(Cc4ccco4)c(=O)c32)cc1OC (stereo not drawn)
→ -1 | -4 | 0 | 0 | 5 | 3 | -3 | 4 | -2
COc1ccc(C2C(=O)N(CCc3ccccc3)CC(=O)N2C2CCCC2)cc1 (stereo not drawn)
→ 7 | -7 | -1 | -3 | 0 | 4 | -1 | 20 | -6
Cc1cc(NS(=O)(=O)c2ccc(NC(=O)c3cc4ccccc4o3)cc2)nc(C)n1
→ 5 | -1 | -2 | 3 | -6 | 9 | 9 | -21 | -3
O=C(NCCO)c1c(O)c2cccc3c2n(c1=O)CC3
→ 0 | 3 | -4 | 4 | -3 | -3 | 2 | 15 | -3
CCNc1nc(NC(C)C)nc(OCCNS(=O)(=O)c2cc(C)ccc2C)n1
→ 3 | -4 | 0 | -3 | -5 | 2 | 3 | 6 | -7
Cc1cc2nc(-c3ccco3)cc(C(F)(F)F)n2n1
→ 5 | 3 | 0 | -5 | 4 | 8 | -5 | 10 | -4
COC(=O)N/N=C/c1ccc([N+](=O)[O-])o1
→ . | -4 | -1 | . | 15 | 6 | -14 | -5 | -2
O=C(CN1CCN(Cc2ccccc2)CC1)NC(=O)NC1CCCCC1
→ 0 | 2 | 5 | 5 | -2 | 8 | 0 | 14 | -4
CCCCCCNC(=O)Cc1c(O)c2ccccc2[nH]c1=O
→ 9 | 0 | -3 | -2 | 5 | 3 | -2 | 9 | -6
O=C(O)CCc1ccc(-c2ccc(Cl)cc2)n1Cc1ccco1
→ 9 | -2 | 2 | 7 | -1 | 1 | 2 | -4 | -6
Cc1ccc(C)c(N(CC(=O)NCc2ccco2)C(=O)CCC(=O)Nc2ccccn2)c1
→ 14 | 3 | -6 | 6 | -5 | 6 | 7 | 12 | -6
O=C(CN1CCN(c2ccccc2)CC1)N1CCN(c2ccccc2)CC1
→ 22 | 3 | -2 | 9 | 3 | 8 | -4 | 9 | -6
Brc1ccc(-c2nnc(-c3cccc(Br)c3)o2)cc1
→ -1 | -8 | -1 | 2 | 3 | 1 | -1 | -15 | -2
NNC(=O)CCc1c[nH]c2ccccc12
→ . | 3 | 0 | . | -2 | 3 | 1 | -8 | -2
CCOc1ccc(-c2noc(-c3cccnc3)n2)cc1OC
→ 9 | 3 | 6 | 17 | 3 | 7 | -7 | 7 | 1
O=C(NC1CCN(C(=O)NC2CCCCC2)CC1)c1ccco1
→ -3 | -11 | 0 | 14 | -6 | 5 | 6 | 13 | -3
Cc1cccc(NC(=O)c2sc3nc4c(c(-c5cccs5)c3c2N)CN(C)CC4)c1
→ 5 | 2 | -1 | 10 | -3 | 71* | 5 | 14 | -6
Cc1cc2c(cc1C)CSC(c1ccc(O)cc1)SC2
→ -3 | -9 | -3 | -8 | 14 | -3 | -10 | -14 | -7
O=C(NCc1ccccc1)c1ccc(OC2CSC2)cc1
→ 32* | -17 | 0 | -5 | 4 | 5 | -4 | -19 | -2

Reprinted from the part before: 2 entries, followed by the next part.
Below each SMILES – PostGolgi ctrl | EphB4 ephrin blk | FAK blocker | PostGolgi yeast | LYP act | Rev-RRE block | PTPN22 inh 2 | S1P2 antag | S1P2 agonist
Cc1cc2c(cc1C)CSC(c1ccc(O)cc1)SC2
→ -3 | -9 | -3 | -8 | 14 | -3 | -10 | -14 | -7
O=C(NCc1ccccc1)c1ccc(OC2CSC2)cc1
→ 32* | -17 | 0 | -5 | 4 | 5 | -4 | -19 | -2
Cc1ccc(S(=O)(=O)N(CC(=O)N2CCC(C)CC2)c2cccc(C)c2)cc1
→ 15 | -2 | -1 | -3 | -5 | 11 | 8 | 11 | -2
Fc1ccc(Sc2cc(Cl)c(-c3ccccc3)nn2)cc1
→ 39* | 20* | 4 | -3 | 3 | 10 | 0 | 1 | 3
COc1ccc(Cc2nnc(NC(=O)c3cccc([N+](=O)[O-])c3C)s2)cc1
→ 5 | 2 | 2 | 1 | -1 | 4 | 0 | -4 | -3
O=C(NCc1cccs1)C1CCC(CNS(=O)(=O)c2cccc3nsnc23)CC1 (stereo not drawn)
→ 5 | -8 | -1 | 6 | -2 | 5 | 1 | -3 | 0
CC(C)(C)NS(=O)(=O)c1ccc(NC(=O)C(Sc2ccccc2)c2ccccc2)cc1 (stereo not drawn)
→ 17 | -1 | 1 | -11 | 2 | 1 | 1 | 0 | -7
COc1ccc(C(c2nnnn2Cc2ccccc2)N2CCN(c3nc4ccccc4s3)CC2)cc1OC (stereo not drawn)
→ . | 2 | 3 | . | 6 | 0 | -5 | -9 | -1
Cc1ccc(NS(=O)(=O)c2ccc(C(=O)N3CCN(c4ccccn4)CC3)cc2)cc1
→ -10 | 2 | 3 | 5 | -7 | 13 | 7 | 20 | -5
N#Cc1nc(COc2ccc(Br)cc2)oc1N1CCCC1
→ 24 | 1 | 1 | 0 | 2 | 6 | -1 | -8 | -3
COc1ccc(C(=O)c2oc3nc(C)cc(C)c3c2N)cc1
→ 21 | -1 | 2 | 4 | 4 | -3 | -6 | 9 | -4
